NSD2 inh – NSD2 histone methyltransferase inhibitors, primary screen, biochemical, AlphaScreen, single concentration, set 2. Histone-lysine N-methyltransferase NSD2 (Homo sapiens), O96028. NSD2 peptide methylation, 120 min. inhibition, % at 12.5 µM. 310,000 compounds, 0.54% hits. AID 743445, 2014; in the data active = inhibition above about 50%
dFosB act – activators of delta FosB homodimer, primary screen, biochemical, fluorescence polarization, TAMRA-CDK5 oligo, single point; purified delta FosB; percent of positive-control signal above neutral wells; activation, % at 25 µM; 340,000 compounds, 0.99% hits; AID 493131, 2011;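 active = mean activation above about 17%, with every replicate also reaching it, limit read from the data, passing the limit was not always enough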;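 note: fluorescence polarization rise as delta FosB binds a TAMRA Cdk5 AP-1 oligo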
Target sequence (P13346 whole entry, looked up): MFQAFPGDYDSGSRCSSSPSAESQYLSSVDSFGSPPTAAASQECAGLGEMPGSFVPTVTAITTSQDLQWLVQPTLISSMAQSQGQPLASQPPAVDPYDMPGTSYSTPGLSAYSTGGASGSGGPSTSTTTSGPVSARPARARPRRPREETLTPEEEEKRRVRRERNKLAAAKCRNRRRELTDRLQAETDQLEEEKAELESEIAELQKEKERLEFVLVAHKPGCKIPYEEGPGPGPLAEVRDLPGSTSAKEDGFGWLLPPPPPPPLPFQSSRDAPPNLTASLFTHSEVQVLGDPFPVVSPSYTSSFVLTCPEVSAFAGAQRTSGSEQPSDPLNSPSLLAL
MITF act – activators of MITF-driven TRPM1 promoter reporter, primary screen, cell-based, SK-MEL-5, luciferase, single point | SK-MEL-5 TRPM1-promoter luciferase, 24 h; % of positive control, neutral wells = 0 | activation, % at 12.5 µM | 300,000 compounds, 0.75% hits | AID 588334, 2011;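 active = mean activation of at least 80% with every replicate also reaching 80%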;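 note: 0% = neutral control wells and 100% = parthenolide positive control wells; values of inactives mirror those of a sister screen read the other way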
PKA-R1A activ – activators of PKA-R1A holoenzyme, primary screen, biochemical, fluorescence polarization, Cy5-IP20, bovine R1A, mouse PKAc | cAMP-dependent protein kinase type I-alpha regulatory subunit (Bos taurus) + … | PKA-R1A dissociation; scaled: DMSO 0%, 113 µM cGMP 100% | activation, % at 11.4 µM | 340,000 compounds, 0.083% hits;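 active = percent activation above the mean of all tested compounds plus 3 SD, cut at about 19% in these data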;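 note: higher means more PKAc released from R1A so a rise in polarization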
Pemphigus Ab inh – inhibitors of pemphigus antibody binding to DSG3, primary screen, biochemical, bead-based, flow cytometry, scFv-GFP; 310,000 compounds, 0.48% hits; binding (percent of control), % at 10 µM; DSG3-coupled beads, scFv-anti-DSG3-GFP binding; active compounds read low; AID 588358, 2011; Desmoglein-3 (Homo sapiens), P32926;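 active = binding more than 3 SD below its plate's average and above zero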;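 note: hits lower antibody fragment binding to DSG3; some compounds called inactive have numbers as strong as hits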
Arr AP2 block – inhibitors of beta-arrestin/AP2 binding, primary screen, biochemical, GPCR trafficking, flow cytometry; beta-arrestin 1 C-terminal peptide binding to AP2 beta2-adaptin appendage (human); FITC-arrestin peptide / GST-AP2 beads; AP2 beta2 appendage carries R879A mutation; inhibition, % at 10 µM; 340,000 compounds, 0.31% hits; AID 504490, 2011;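 active = inhibition above a set limit, near 3 SD of compounds lacking own fluorescence, cut at about 54% in these data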;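 note: plate controls were DMSO wells for no effect and 5 µM unlabelled arrestin peptide for full effect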
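Test system: GST-tagged AP2 beta2-adaptin appendage (R879A) on 4 µm glutathione beads; also added: fluorescein-tagged arrestin peptide at 50 nM final; timing: 12 min plus 1 h, RT; signal: flow cytometry, FL1 (488/535 nm); read-out: percent drop in bead-associated FITC signal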
SR-BI DiI-HDL act – activators of SR-BI mediated DiI-HDL uptake, primary screen, ldlA[mSR-BI] CHO cells, DiI fluorescence | 3 h; 100 = double the neutral-control signal | 320,000 compounds, 0.096% hits | AID 504775, 2011 | activation, % at 12.5 µM;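 active = mean replicate activation of at least 60% and every replicate at or above 60%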;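 note: 0% = median plate neutral-control signal and 100% = twice that signal; values of inactives mirror those of a sister screen read the other way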
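System: LDL receptor-deficient CHO ldlA cells overexpressing murine SR-BI | Timing: 3 h uptake period with compound, 37 °C | Medium: HEPES-buffered (25 mM, pH 7.4) F12 plus 0.5% BSA | Dosing: Single-point compound dose | Signal: Bottom-read fluorescence, 550/595 nm | Read-out: Retained DiI signal reflecting DiI-HDL uptake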
SUMO Mot1 rescue – yeast Mot1-301 growth rescue at high temperature, primary screen, SUMOylation pathway inhibitor project, S. cerevisiae, ATP luminescence, 38.5C; S. cerevisiae Mot1-301 growth rescue; percent above DMSO median, 100 means doubled; 320,000 compounds, 1% hits; AID 2716, 2010; growth rescue, % at 18.8 µM;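 active = every valid replicate shows activation above 250% relative to neutral control wells; inactive = the rest, any valid replicate at or below 250%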;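 note: OY570 slx delta 5 strain wells were the positive control but not used for scaling; some compounds called inactive have numbers as strong as hits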
CDK5 p35 inh – inhibitors of human CDK5/p35 kinase, primary screen, biochemical, single concentration; 330,000 compounds, 0.01% hits; inhibition, % at 10 µM; AID 488839, 2010; Recombinant CDK5/p35, ADP-Glo luminescence, 60 min;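 active = highest replicate inhibition of at least 50% and at least 75% of replicates reaching 50%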;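 note: plate controls were DMSO neutral control for no effect and GW8510 at 10 µM for full effect; many of its hits are not listed in these tables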
PKA-R2B activ – activators of PKA-R2B holoenzyme, primary screen, biochemical, fluorescence polarization, Cy5-IP20, human | cAMP-dependent protein kinase catalytic subunit beta (Homo sapiens) + cAMP-dependent … | PKA-R2B holoenzyme dissociation; R2B truncated from residue 108, S112A mutant; 0% DMSO only, 100% 113 µM cGMP | activation, % at 11.4 µM | 340,000 compounds, 0.079% hits | AID 504700, 2011;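 active = activation above a cutoff set at the mean over all compounds plus 3 SD, cut at about 18% in these data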;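 note: higher means more holoenzyme dissociation and a rise in polarization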
SR-BI DiI inh – inhibitors of SR-BI mediated HDL lipid uptake, primary screen, ldlA[mSR-BI] cells, fluorescence, single point. Scavenger receptor class B member 1 (Mus musculus), Q61009. ldlA[mSR-BI] CHO cells, DiI-HDL uptake fluorescence, 3 h. inhibition, % at 12.5 µM. 320,000 compounds, 0.96% hits. AID 488896, 2010;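 active = mean replicate inhibition of at least 70% and a set share of replicates each scoring 70 or more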;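 note: 0% = median of neutral control wells and 100% = median of positive control wells; values of inactives mirror those of a sister screen read the other way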
Target sequence (Q61009 whole entry, looked up): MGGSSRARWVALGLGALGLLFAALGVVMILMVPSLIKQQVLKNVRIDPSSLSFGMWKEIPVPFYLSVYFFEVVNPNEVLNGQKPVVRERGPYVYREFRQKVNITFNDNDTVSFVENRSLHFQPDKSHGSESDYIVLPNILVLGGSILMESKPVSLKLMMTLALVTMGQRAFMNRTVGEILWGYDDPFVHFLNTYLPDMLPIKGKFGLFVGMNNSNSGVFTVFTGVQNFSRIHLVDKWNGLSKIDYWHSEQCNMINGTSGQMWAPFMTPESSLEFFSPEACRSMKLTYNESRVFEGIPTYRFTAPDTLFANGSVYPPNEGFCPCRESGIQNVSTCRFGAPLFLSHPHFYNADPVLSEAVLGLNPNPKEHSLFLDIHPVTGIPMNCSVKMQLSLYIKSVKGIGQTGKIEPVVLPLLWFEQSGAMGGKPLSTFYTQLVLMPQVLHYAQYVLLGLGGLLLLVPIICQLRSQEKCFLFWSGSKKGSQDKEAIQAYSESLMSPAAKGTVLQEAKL
Active calls of the source: *.

For Cc1[nH]n(-c2ccccc2)c(=O)c1C=Nc1cccc(F)c1 the results were NSD2 inh 6, dFosB act 4, MITF act -13, PKA-R1A activ -9, Pemphigus Ab inh 101, Arr AP2 block 3, SR-BI DiI-HDL act -44, SUMO Mot1 rescue 4, CDK5 p35 inh 4.3, PKA-R2B activ 1 and SR-BI DiI inh 44.
Nc1cc2c(cc1O)CCCC2 was read as NSD2 inh 6, dFosB act -11, MITF act -28, PKA-R1A activ 1, Pemphigus Ab inh 104, Arr AP2 block -2, SR-BI DiI-HDL act -34, SUMO Mot1 rescue -1, CDK5 p35 inh -1.6, PKA-R2B activ -7 and SR-BI DiI inh 34.
`COc1ccc(C/C(C)=N/NC(=O)c2ccc(C)cc2C)cc1` gave NSD2 inh -3, dFosB act 2, MITF act -1, PKA-R1A activ -5, Pemphigus Ab inh 92, Arr AP2 block 1, SR-BI DiI-HDL act -2, SUMO Mot1 rescue 10, CDK5 p35 inh -3.1, PKA-R2B activ 5 and SR-BI DiI inh 2.
Screening CCCc1cc(=O)n2nc(N3CCC(C(=O)NCc4ccco4)CC3)sc2n1 returned NSD2 inh 0, dFosB act -9, MITF act 21, PKA-R1A activ -15, Pemphigus Ab inh 103, Arr AP2 block -9, SR-BI DiI-HDL act -8, SUMO Mot1 rescue 13, CDK5 p35 inh 1.5, PKA-R2B activ -1 and SR-BI DiI inh 8.
CC1(c2ccccc2)NC(=O)N(CC(=O)N2CCN(S(=O)(=O)c3cccc([N+](=O)[O-])c3)CC2)C1=O (configuration not stated) was read as NSD2 inh -3, dFosB act -1, MITF act -6, PKA-R1A activ 8, Pemphigus Ab inh 95, Arr AP2 block 1, SR-BI DiI-HDL act -3, SUMO Mot1 rescue 2, CDK5 p35 inh 0.0, PKA-R2B activ -4 and SR-BI DiI inh 3.
For Cc1ccsc1/C=C(\CC(=O)O)c1nc2ccccc2o1 the results were NSD2 inh 32, dFosB act -1, MITF act -4, PKA-R1A activ 12, Pemphigus Ab inh 103, Arr AP2 block 16, SR-BI DiI-HDL act 0, SUMO Mot1 rescue -9, CDK5 p35 inh 0.5, PKA-R2B activ -21 and SR-BI DiI inh 0.
Cc1ccc(C)c2[nH]c(=O)c(CCNC(=O)c3ccc(S(=O)(=O)N4CCOCC4)cc3)cc12 was read as NSD2 inh -1, dFosB act -17, MITF act 4, PKA-R1A activ 3, Pemphigus Ab inh 107, Arr AP2 block 23, SR-BI DiI-HDL act -22, SUMO Mot1 rescue -7, CDK5 p35 inh 0.0, PKA-R2B activ 3 and SR-BI DiI inh 22.
COc1ccc(S(=O)(=O)N2CCN(C(=O)c3ccco3)CC2)cc1OC was read as NSD2 inh -3, dFosB act -4, MITF act 1, PKA-R1A activ -1, Pemphigus Ab inh 101, Arr AP2 block -2, SR-BI DiI-HDL act 7, SUMO Mot1 rescue -14, CDK5 p35 inh 4.1, PKA-R2B activ -1 and SR-BI DiI inh -7.
`COc1ccccc1N1CCN(S(C)(=O)=O)CC1` gave dFosB act 2, MITF act 8, PKA-R1A activ 1, Pemphigus Ab inh 98, Arr AP2 block 28, SR-BI DiI-HDL act 23, SUMO Mot1 rescue 7, CDK5 p35 inh 4.3, PKA-R2B activ -13 and SR-BI DiI inh -23.
`OCCC1CN(Cc2cccn2-c2nccs2)CCN1Cc1ccc(F)c(F)c1` (configuration not stated) gave NSD2 inh -4, dFosB act -9, MITF act 2, PKA-R1A activ 11, Pemphigus Ab inh 100, Arr AP2 block 14, SR-BI DiI-HDL act 36, SUMO Mot1 rescue 0, CDK5 p35 inh -1.0, PKA-R2B activ -4 and SR-BI DiI inh -36.
For CCOC(=O)c1oc2cccc(OC(C)=O)c2c1C the results were NSD2 inh -1, dFosB act -4, MITF act 78, PKA-R1A activ -10, Pemphigus Ab inh 103, Arr AP2 block -9, SR-BI DiI-HDL act 15, SUMO Mot1 rescue 128, CDK5 p35 inh 0.0, PKA-R2B activ -14 and SR-BI DiI inh -15.
O=C(COC(=O)/C=C/c1cccc(Cl)c1)NCCc1ccccc1 was read as NSD2 inh -1, dFosB act -6, MITF act 14, PKA-R1A activ 7, Pemphigus Ab inh 106, Arr AP2 block 7, SR-BI DiI-HDL act 14, SUMO Mot1 rescue -16, CDK5 p35 inh -2.9, PKA-R2B activ 13 and SR-BI DiI inh -14.
For CCCOc1ccc(OC(=O)Cc2ccc(OC)c(S(=O)(=O)N3CCOCC3)c2)cc1 the results were NSD2 inh 0, dFosB act 2, MITF act 20, PKA-R1A activ -2, Pemphigus Ab inh 105, Arr AP2 block 8, SR-BI DiI-HDL act 9, SUMO Mot1 rescue -9, CDK5 p35 inh 2.0, PKA-R2B activ -18 and SR-BI DiI inh -9.
For O=C(CSc1nnc(NC(=O)C2CC(=O)N(c3ccccc3)C2)s1)NC1CCCC1 (configuration not stated) the results were NSD2 inh 0, dFosB act 2, MITF act 0, PKA-R1A activ -4, Pemphigus Ab inh 96, Arr AP2 block -10, SR-BI DiI-HDL act 31, SUMO Mot1 rescue 6, CDK5 p35 inh 0.5, PKA-R2B activ -2 and SR-BI DiI inh -31.
`c1ccc(SSc2ccccc2)cc1` gave dFosB act -1, MITF act -3, PKA-R1A activ 0, Pemphigus Ab inh 109, Arr AP2 block 10, SR-BI DiI-HDL act 6, SUMO Mot1 rescue 10, CDK5 p35 inh 0.1, PKA-R2B activ 0 and SR-BI DiI inh 6.
COC(=O)Cn1cnc2c(cnn2-c2ccccc2)c1=O was read as NSD2 inh -2, dFosB act -4, MITF act 2, PKA-R1A activ -2, Pemphigus Ab inh 93, Arr AP2 block 38, SR-BI DiI-HDL act 10, SUMO Mot1 rescue -14, CDK5 p35 inh 1.2, PKA-R2B activ -11 and SR-BI DiI inh -10.
Screening COc1cc(CCC(N)c2cccc(O)c2)cc(OC)c1OC (configuration not stated) returned NSD2 inh -27, dFosB act 6, MITF act -6, PKA-R1A activ 4, Arr AP2 block 6, SR-BI DiI-HDL act 11, CDK5 p35 inh -1.5, PKA-R2B activ -11 and SR-BI DiI inh -11.
Screening CC(=O)Nc1ccc(S(=O)(=O)Oc2ccc(/C=C3\SC(N)=NC3=O)cc2)cc1 returned NSD2 inh -2, dFosB act 130*, MITF act 10, PKA-R1A activ 3, Pemphigus Ab inh 98, Arr AP2 block 9, SR-BI DiI-HDL act 31, SUMO Mot1 rescue 2, CDK5 p35 inh -1.1, PKA-R2B activ -3 and SR-BI DiI inh -31.
`COC(=O)c1ccccc1NC(=O)CN1CCN(C(=O)c2ccco2)CC1` gave NSD2 inh 3, dFosB act -7, PKA-R1A activ 8, Pemphigus Ab inh 101, Arr AP2 block -6, SR-BI DiI-HDL act 2, SUMO Mot1 rescue 33, CDK5 p35 inh 1.9, PKA-R2B activ -9 and SR-BI DiI inh -2.
`CCN(CC)c1ccc(/C=C/C(=O)c2cccnc2)cc1` gave NSD2 inh 6, dFosB act -10, MITF act 5, PKA-R1A activ 2, Pemphigus Ab inh 86, Arr AP2 block 13, SR-BI DiI-HDL act 13, SUMO Mot1 rescue -9, CDK5 p35 inh -2.0, PKA-R2B activ -4 and SR-BI DiI inh -13.
For CN1CCC(N(C)C(=O)/C=C/c2cn(-c3ccccc3)nc2-c2cccs2)CC1 the results were NSD2 inh 4, dFosB act -24, MITF act -61, PKA-R1A activ -9, Pemphigus Ab inh 109, Arr AP2 block -11, SR-BI DiI-HDL act 6, SUMO Mot1 rescue 0, CDK5 p35 inh -0.5, PKA-R2B activ 4 and SR-BI DiI inh -6.
`COc1ccc(-c2cc(C)no2)cc1S(=O)(=O)Nc1cccc(CN2CCCC2)c1` gave NSD2 inh 0, dFosB act -9, MITF act 16, PKA-R1A activ 4, Pemphigus Ab inh 88, Arr AP2 block 19, SR-BI DiI-HDL act 12, SUMO Mot1 rescue -5, CDK5 p35 inh 1.9, PKA-R2B activ 9 and SR-BI DiI inh -12.
CCOc1ccc(CN2CCN(CC3=Cc4cccc(OC)c4OC3)CC2CCO)cc1 (configuration not stated) was read as NSD2 inh 3, dFosB act -14, MITF act -14, PKA-R1A activ -9, Pemphigus Ab inh 101, Arr AP2 block 2, SR-BI DiI-HDL act -60, SUMO Mot1 rescue -1, CDK5 p35 inh -0.3, PKA-R2B activ -1 and SR-BI DiI inh 60.

A draw from above in order of length of the SMILES, lowest first:
For CCCOc1ccc(OC(=O)Cc2ccc(OC)c(S(=O)(=O)N3CCOCC3)c2)cc1 the results were NSD2 inh 0, dFosB act 2, MITF act 20, PKA-R1A activ -2, Pemphigus Ab inh 105, Arr AP2 block 8, SR-BI DiI-HDL act 9, SUMO Mot1 rescue -9, CDK5 p35 inh 2.0, PKA-R2B activ -18 and SR-BI DiI inh -9.
Cc1ccc(C)c2[nH]c(=O)c(CCNC(=O)c3ccc(S(=O)(=O)N4CCOCC4)cc3)cc12 was read as NSD2 inh -1, dFosB act -17, MITF act 4, PKA-R1A activ 3, Pemphigus Ab inh 107, Arr AP2 block 23, SR-BI DiI-HDL act -22, SUMO Mot1 rescue -7, CDK5 p35 inh 0.0, PKA-R2B activ 3 and SR-BI DiI inh 22.
CC1(c2ccccc2)NC(=O)N(CC(=O)N2CCN(S(=O)(=O)c3cccc([N+](=O)[O-])c3)CC2)C1=O (configuration not stated) was read as NSD2 inh -3, dFosB act -1, MITF act -6, PKA-R1A activ 8, Pemphigus Ab inh 95, Arr AP2 block 1, SR-BI DiI-HDL act -3, SUMO Mot1 rescue 2, CDK5 p35 inh 0.0, PKA-R2B activ -4 and SR-BI DiI inh 3.

Source: PubChem BioAssay (several laboratories)
